RGS4-Gao reg = modulators of RGS4 binding to Galphao, primary screen, biochemical, multiplexed bead flow cytometry; 220,000 compounds, 0.33% hits; AID 1415, 2008; binding response (% of control), % at 10 µM; actives lie on both sides; in the data active means binding response below about 49% or above about 150%; inactive means in between;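 further: fluorescent Galphao activated with aluminum fluoride binding bead-coupled RGS4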
Target sequence (P09471 whole entry, looked up): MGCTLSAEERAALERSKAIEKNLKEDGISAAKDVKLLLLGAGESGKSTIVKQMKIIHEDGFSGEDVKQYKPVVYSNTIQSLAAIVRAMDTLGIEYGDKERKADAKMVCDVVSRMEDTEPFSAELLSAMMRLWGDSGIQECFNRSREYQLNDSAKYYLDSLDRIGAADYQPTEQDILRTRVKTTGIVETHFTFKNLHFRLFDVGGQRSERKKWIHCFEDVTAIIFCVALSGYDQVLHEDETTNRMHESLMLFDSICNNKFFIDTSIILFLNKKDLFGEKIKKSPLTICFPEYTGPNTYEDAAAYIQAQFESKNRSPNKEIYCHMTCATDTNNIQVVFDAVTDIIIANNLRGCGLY
Bim-Bcl-2 = inhibitors of Bim-Bcl-2 binding, primary screen, biochemical, multiplexed, human Bcl-2 family | Apoptosis regulator Bcl-2 (Homo sapiens), P10415 | Bead-based flow cytometry, Bim peptide-Bcl-2 binding | inhibition, % at 10 µM | 190,000 compounds, 0.06% hits; in the data active means inhibition above about 40%; inconclusive means no clear call, values can overlap the other calls;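 further: 0% = no compound wells with probe peptide and 100% = reference peptide inhibitor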
Bim-Bcl-B = inhibitors of Bim-Bcl-B binding, primary screen, biochemical, multiplexed, human Bcl-2 family. bead-based flow cytometry, Bim peptide-Bcl-B binding. Bcl-2-like protein 10 (Homo sapiens), Q9HD36. 190,000 compounds, 0.073% hits. inhibition, % at 10 µM;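 further: 0% = tracer peptide without compound and 100% = reference inhibitor peptide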
Target sequence (Q9HD36 whole entry, looked up): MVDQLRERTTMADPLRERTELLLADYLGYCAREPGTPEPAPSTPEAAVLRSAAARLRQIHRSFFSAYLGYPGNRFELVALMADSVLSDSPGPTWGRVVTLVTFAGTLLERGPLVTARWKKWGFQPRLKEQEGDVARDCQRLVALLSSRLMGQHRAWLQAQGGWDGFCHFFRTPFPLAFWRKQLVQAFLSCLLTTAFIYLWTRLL
RGS7-Gao = RGS7-Galphao binding modulators, primary screen, biochemical, multiplexed bead flow cytometry. Guanine nucleotide-binding protein G(o) subunit alpha (Homo sapiens), P09471. actives lie on both sides. binding response (% of control), % at 10 µM. 220,000 compounds, 0.35% hits; in the data active means binding response below about 49% or above about 150%; inconclusive means no clear call, values can overlap the other calls; inactive means in between;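 further: fluorescent Galphao held in activated GDP-AlF4 state binding bead-coupled RGS7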
Bcl-XL Bim block = inhibitors of Bim-Bcl-XL binding, primary screen, biochemical, multiplexed, bead flow cytometry, human Bcl-XL; Bim peptide-Bcl-XL binding, fluorescence; inhibition, % at 10 µM; AID 1007, 2008; 190,000 compounds, 0.04% hits; Bcl-2-like protein 1 (Homo sapiens), Q07817
GSH bead fluor = compound fluorescence on glutathione beads, profiling panel, artefact control, biophysical, 488/530 nm, flow cytometry | AID 1776, 2009 | GSH beads flow cytometry, compound fluorescence 488/530 nm; active compounds read high | 190,000 compounds, 0.25% hits | fluorescence (KMESF) at 10 µM; in the data active means fluorescence above about 89;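 further: glutathione beads carrying GST-tagged Bcl family fusion proteins plus one bare bead set; values are compound well signal with DMSO vehicle wells as background; inactives centre near 16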
Mcl1-Bid inh = Mcl-1/Bid binding inhibitors, primary screen, biochemical, TR-FRET, 1536-well | Induced myeloid leukemia cell differentiation protein Mcl-1 (Homo sapiens), Q07820 | TR-FRET Mcl-1/Bid-Dy647 peptide binding | inhibition, % at 21.7 µM | 220,000 compounds, 0.97% hits | AID 1021, 2008;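 active means compounds that cut the binding signal by more than half at the single screening dose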;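 further: His-tagged Mcl-1 with europium anti-His antibody binding Bid BH3 peptide; 0% = Mcl-1 plus peptide wells and 100% = peptide-only wells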
Target sequence (Q07820 whole entry, looked up): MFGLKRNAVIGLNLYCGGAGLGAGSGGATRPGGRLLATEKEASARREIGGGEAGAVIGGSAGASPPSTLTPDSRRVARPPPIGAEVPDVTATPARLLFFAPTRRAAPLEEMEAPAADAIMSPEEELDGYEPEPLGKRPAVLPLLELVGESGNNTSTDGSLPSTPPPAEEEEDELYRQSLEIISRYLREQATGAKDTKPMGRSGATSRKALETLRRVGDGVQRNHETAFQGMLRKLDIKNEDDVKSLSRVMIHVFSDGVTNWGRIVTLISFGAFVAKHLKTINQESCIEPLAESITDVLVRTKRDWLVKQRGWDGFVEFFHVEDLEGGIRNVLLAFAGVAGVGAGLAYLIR
Bim-Bfl-1 = inhibitors of Bim binding to Bfl-1, primary screen, biochemical, multiplexed, bead-based flow cytometry. inhibition, % at 10 µM. AID 1008, 2008. Bim-Bfl-1 binding inhibition. 190,000 compounds, 0.12% hits. Bcl-2-related protein A1 (Homo sapiens), Q16548;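 further: 0% = wells without compound plus tracer and 100% = blocker peptide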
Bim-Mcl-1 = inhibitors of Bim peptide binding to Mcl-1, primary screen, biochemical, bead-based flow cytometry, multiplex. inhibition, % at 10 µM. Bim peptide-Mcl-1 binding. AID 1009, 2008. 190,000 compounds, 0.1% hits. Induced myeloid leukemia cell differentiation protein Mcl-1 (Homo sapiens), Q07820;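 further: 0% = no compound tracer wells and 100% = peptide blocker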
RGS8-Gao = RGS8-Galphao binding modulators, primary screen, biochemical, multiplexed bead flow cytometry. AID 1423, 2008. actives lie on both sides. 220,000 compounds, 0.34% hits. Guanine nucleotide-binding protein G(o) subunit alpha (Homo sapiens), P09471. response (percent of control binding), % at 10 µM; in the data active means response below about 60% or above about 140%; inactive means in between;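 further: Galphao activated as the GDP aluminium fluoride complex binding bead-coupled RGS8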
Bim-Bcl-W = inhibitors of Bim binding to Bcl-W, primary screen, biochemical, multiplexed, bead-based flow cytometry. Bcl-2-like protein 2 (Homo sapiens), Q92843. Bim peptide-Bcl-W binding. inhibition, % at 10 µM. 190,000 compounds, 0.02% hits;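 further: 0% = bound tracer without compound and 100% = peptide blocker; higher means less fluorescent Bim peptide bound to Bcl-W beads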
An asterisk follows results filed as active; ? = inconclusive. Unless noted, no stated cut-off is given here; in the data, active means inhibition above about 40%.

SMILES | RGS4-Gao reg | Bim-Bcl-2 | Bim-Bcl-B | RGS7-Gao | Bcl-XL Bim block | GSH bead fluor | Mcl1-Bid inh | Bim-Bfl-1 | Bim-Mcl-1 | RGS8-Gao | Bim-Bcl-W
O=C1NC(=O)C2(COC(c3cccc([N+](=O)[O-])c3)OC2)S1 (stereo not drawn) | 95.5 | -4.0 | -2.0 | ? | -3.0 | 13 | -5.3 | -5.0 | 0.0 | 95.0 | -2.0
Cc1noc(C)c1C(=O)OCC(=O)Nc1cc(S(=O)(=O)N2CCOCC2)ccc1Cl | 96.0 | -3.0 | 0.0 | 97.8 | -2.0 | 74 | 1.3 | -1.0 | -2.0 | 100.1 | 0.0
Cn1c(=O)c2c(nc(-n3ccnc3)n2C)n(C)c1=O | 100.5 | -2.0 | -3.0 | 98.5 | -15.0 | 59 | -32.4 | -10.0 | 2.0 | 100.0 | 6.0
COc1cc(OC)cc(C(=O)O/N=C(\N)c2ccncc2)c1 | 98.1 | -4.0 | -5.0 | 98.8 | -1.0 | 17 | 9.8 | 0.0 | -2.0 | 97.2 | -2.0
O=C(COC(=O)/C=C/c1ccccc1[N+](=O)[O-])NCC1CCCO1 (stereo not drawn) | 102.6 | -2.0 | -1.0 | ? | 0.0 | 13 | -27.2 | -4.0 | -2.0 | 105.3 | -2.0
O=C(NCc1ccc(F)cc1)C(C(=O)NCc1ccc(F)cc1)c1ncc(C(F)(F)F)cc1Cl | 98.2 | -3.0 | -5.0 | 99.3 | -3.0 | 12 | -32.5 | -5.0 | 0.0 | 98.0 | -2.0
O=C(Nc1nc2ccc(F)cc2s1)C1CCN(S(=O)(=O)c2cc([N+](=O)[O-])ccc2Cl)CC1 | 92.4 | 1.0 | -3.0 | 88.1 | -4.0 | 8 | -45.8 | -1.0 | -1.0 | 96.0 | 0.0
Cc1cc(C)cc(OC2CCCCC2NS(=O)(=O)c2ccccc2)c1 (stereo not drawn) | 90.5 | -9.0 | -5.0 | 98.2 | -6.0 | 14 | -0.9 | -14.0 | -3.0 | 102.6 | -3.0
Cc1ccc(-n2c(SCC(N)=O)nnc2-c2cccnc2)c(C)c1 | 94.7 | -5.0 | -7.0 | 94.9 | -3.0 | 14 | -3.2 | -10.0 | -2.0 | 92.9 | -2.0
C=C(C)CNC(=S)N/N=C(\C)c1ccc(-n2ccnc2)cc1 | 100.7 | -10.0 | -6.0 | 102.7 | 0.0 | 42 | -79.5 | -10.0 | -1.0 | 102.2 | 4.0

An excerpt of these results, with two lines to a compound.
Each structure is followed by: RGS4-Gao reg	Bim-Bcl-2	Bim-Bcl-B	RGS7-Gao	Bcl-XL Bim block	GSH bead fluor	Mcl1-Bid inh	Bim-Bfl-1	Bim-Mcl-1	RGS8-Gao	Bim-Bcl-W
> O=C1NC(=O)C2(COC(c3cccc([N+](=O)[O-])c3)OC2)S1 (stereo not drawn)
    95.5	-4.0	-2.0	?	-3.0	13	-5.3	-5.0	0.0	95.0	-2.0
> Cc1noc(C)c1C(=O)OCC(=O)Nc1cc(S(=O)(=O)N2CCOCC2)ccc1Cl
    96.0	-3.0	0.0	97.8	-2.0	74	1.3	-1.0	-2.0	100.1	0.0
> Cn1c(=O)c2c(nc(-n3ccnc3)n2C)n(C)c1=O
    100.5	-2.0	-3.0	98.5	-15.0	59	-32.4	-10.0	2.0	100.0	6.0

The list goes on.
SMILES | RGS4-Gao reg | Bim-Bcl-2 | Bim-Bcl-B | RGS7-Gao | Bcl-XL Bim block | GSH bead fluor | Mcl1-Bid inh | Bim-Bfl-1 | Bim-Mcl-1 | RGS8-Gao | Bim-Bcl-W
COC(=O)C(CC(=O)Nc1cc(C)ccc1C)Nc1ccccc1OC (stereo not drawn) | 101.6 | -7.0 | -8.0 | 103.8 | -13.0 | 29 | -22.2 | -12.0 | -3.0 | 103.3 | -4.0
COc1cc(/C=C2\SC(=S)N(CC(=O)Nc3cccnc3)C2=O)cc(OC)c1OC | 102.3 | -5.0 | -9.0 | 104.4 | -6.0 | 16 | -16.8 | -11.0 | 0.0 | 101.7 | -1.0
Cc1cc(S(=O)(=O)Nc2c(C(=O)O)[nH]c3ccccc23)ccc1F | 98.5 | -14.0 | -10.0 | 99.5 | -5.0 | 27 | -5.2 | -21.0 | -4.0 | 99.7 | -3.0
COc1ccc2nnc(-c3ccccc3)n2n1 | 101.9 | 0.0 | 0.0 | 101.3 | 0.0 | 15 | -3.5 | 0.0 | -2.0 | 100.2 | 1.0
O=C(NCC1CCCO1)C(c1cccnc1)N(C(=O)Cc1cccs1)c1ccccc1 (stereo not drawn) | 101.2 | -1.0 | 1.0 | 103.0 | -4.0 | 15 | -31.5 | 1.0 | 1.0 | 103.2 | -2.0
CCOc1ccc(NC(=O)C2=C(C)NC(=S)NC2c2ccc(O)c(OC)c2)cc1 (stereo not drawn) | 101.1 | -1.0 | -17.0 | 101.6 | -2.0 | 5 | -106.6 | 14.0 | -8.0 | 96.5 | 4.0
COc1ccc(-c2csc(Nc3ccccn3)n2)cc1 | 109.4 | -1.0 | 3.0 | 119.2 | -2.0 | 11 | -46.9 | 4.0 | -2.0 | 107.3 | 0.0
O=C(CSc1nnc(-c2cnccn2)n1Cc1ccco1)Nc1ccc(Br)cc1 | 105.1 | -1.0 | -3.0 | 100.0 | -5.0 | 16 | -2.9 | 3.0 | 0.0 | 103.6 | -3.0
CCC(C)NC(=O)c1[nH]c(C)c(C(=O)OC)c1C (stereo not drawn) | 101.6 | -6.0 | -12.0 | 99.7 | -8.0 | 19 | -18.4 | -12.0 | -3.0 | 101.1 | -5.0
COc1cccc(N2CC(C(=O)Nc3nnc(SCc4ccccn4)s3)CC2=O)c1 (stereo not drawn) | 98.1 | 0.0 | -6.0 | 99.8 | -5.0 | 17 | -16.7 | -1.0 | -4.0 | 97.5 | -3.0
Cc1sccc1/C=N/NC(=O)c1cccc2ccccc12 | 100.6 | -1.0 | -6.0 | 99.8 | -7.0 | 8 | -10.5 | 0.0 | -2.0 | 100.1 | -3.0
Cc1c(Cl)cccc1NC(=O)CNc1cccc(C(F)(F)F)c1 | 97.1 | 7.0 | 6.0 | 98.0 | 0.0 | 9 | -16.6 | 6.0 | 0.0 | 100.7 | 4.0
Cc1c(C(=O)NCCCN2CCOCC2)sc2ncnc(N3CCN(c4ccccc4)CC3)c12 | 99.9 | -3.0 | -7.0 | 97.7 | -15.0 | 49 | 2.5 | -10.0 | 0.0 | 102.2 | 4.0
COc1ccc(CNc2oc(C)nc2C#N)cc1 | 112.3 | -5.0 | -5.0 | 107.7 | -6.0 | 24 | -7.6 | -1.0 | -1.0 | 107.5 | -2.0
COc1ccc(N(CC(=O)N2CCN(Cc3ccc4c(c3)OCO4)CC2)S(C)(=O)=O)cc1OC | 110.1 | -9.0 | -8.0 | 108.0 | -8.0 | 24 | -1.7 | -9.0 | -6.0 | 111.1 | -4.0
CCOC(=O)Cc1c(C)nc2c(-c3cccc(Br)c3)cnn2c1C | 106.3 | -3.0 | -3.0 | 105.0 | -2.0 | 11 | -15.6 | -4.0 | 0.0 | 106.7 | -3.0
CCCc1nc2c(o1)CC(CC(C)SCC)CC2=O (stereo not drawn) | -7.5* | -4.0 | -3.0 | -1.3* | -10.0 | 44 | -47.5 | -2.0 | 0.0 | 7.4* | 7.0
Cn1cnnc1SCC(=O)N1N=C(c2ccc(Cl)cc2)CC1c1ccco1 (stereo not drawn) | 103.1 | 1.0 | -3.0 | ? | 1.0 | 15 | -1.7 | -3.0 | 0.0 | 103.7 | 0.0
O=C(COC(=O)CCS(=O)(=O)c1ccc(Cl)cc1)NC1CCCCC1 | 103.2 | -7.0 | -8.0 | 102.7 | -7.0 | 17 | -22.4 | -7.0 | -1.0 | 103.3 | 0.0
CCN(CCNC(=O)C1CCN(Cc2nc(-c3cccc(Cl)c3)oc2C)CC1)c1ccccc1 | 102.8 | -6.0 | -5.0 | 96.4 | -2.0 | 60 | -107.3 | -12.0 | 0.0 | 105.1 | 3.0
O=C(CSc1nc2ccccc2n1CCc1ccccc1)NC1CCS(=O)(=O)C1 (stereo not drawn) | 97.7 | -6.0 | -18.0 | 101.9 | 1.0 | 42 | -12.4 | 0.0 | -2.0 | 99.0 | 3.0
O=C(CN1CCN(c2ccccc2F)CC1)NC(=O)NCc1ccco1 | 94.6 | -2.0 | 1.0 | 97.9 | -1.0 | 17 | -26.9 | -4.0 | 0.0 | 98.9 | -2.0
COc1ccc(CCNC(=O)CN2C(=O)NC(CCSC)C2=O)cc1 (stereo not drawn) | 98.6 | -1.0 | -4.0 | ? | 0.0 | 17 | -6.8 | -4.0 | 0.0 | 102.2 | -2.0
CCOC(=O)c1c(-c2ccccc2)cn2ccccc12 | 103.0 | 1.0 | -1.0 | 102.4 | 1.0 | 16 | 4.5 | 2.0 | 0.0 | 103.3 | 1.0
O=C(NCC1CCCO1)C1CC(c2ccccc2Cl)=NO1 (stereo not drawn) | 103.0 | 0.0 | -2.0 | 100.5 | -2.0 | 16 | -4.5 | 0.0 | -3.0 | 95.5 | 1.0
Cc1cc(O)cc(=O)n1C | 102.3 | -1.0 | 0.0 | 110.0 | -1.0 | 9 | -21.3 | 0.0 | 1.0 | 108.7 | -3.0
O=C(Cc1ccccc1)NCc1cccnc1 | 100.2 | -8.0 | -6.0 | 102.4 | -3.0 | 13 | -23.3 | -4.0 | -3.0 | 102.8 | -1.0
COc1cc(C(=S)N2CCN(C)CC2)ccc1OCC(=O)NCc1ccccc1 | 98.9 | 0.0 | 0.0 | 98.9 | 4.0 | 20 | -39.7 | 2.0 | 0.0 | 98.0 | 5.0
N/C(=N\c1nc2ccccc2o1)NC(=O)c1ccc(F)cc1 | 101.5 | -2.0 | 0.0 | 103.6 | 1.0 | 12 | 1.7 | 0.0 | -1.0 | 102.5 | 0.0
O=C(Nc1nc(NC(=O)c2ccco2)n(-c2ccccc2)n1)c1ccccc1 | 84.9 | -3.0 | 0.0 | 88.7 | 0.0 | 55 | -43.5 | -4.0 | 0.0 | 99.8 | -1.0
CCOC(=O)C1=C(c2ccccc2)O/C(=C(/C(=O)OC)C(F)(F)F)S1 | 110.6 | -2.0 | -2.0 | 99.6 | -3.0 | 9 | -8.7 | -3.0 | -2.0 | 109.7 | -2.0
Cc1cccc(Cn2cnc3c(nnn3Cc3ccccc3F)c2=O)c1 | 104.5 | -1.0 | 0.0 | 110.2 | 5.0 | 34 | 0.7 | 3.0 | 2.0 | 106.1 | -1.0
COc1ccc(C(=O)NC(=S)NNC(=O)c2ccc(NC(C)=O)cc2)cc1Br | 99.2 | 0.0 | 0.0 | 99.9 | -2.0 | 16 | -68.9 | 1.0 | 1.0 | 101.7 | -3.0

Compound activity deposited in PubChem by several laboratories.
